A549 tox: Nrf2 qHTS screen for inhibitors: counterscreen for cytotoxicity | A549 ARE-Fluc cells, CellTiter-Fluor viability, 18-24 h | Potency, µM (highest dose often 46 µM), for the others: at the top dose activity change, negative = cytotoxicity, hits mostly inhibitors | hit rate 0.16% among 390,000; note: % is set by controls: 0 for no effect and ±100 for the full control effect
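Cytotoxicity counterscreen: CellTiter-Fluor fluorescence was measured in A549 ARE_Fluc cells after 18-24 h of compound exposure in a concentration series. The subsequent BugLite luminescent read reports ARE-luciferase activity.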
ATXN viability: Viability Counterscreen for Primary qHTS for Inhibitors of ATXN expression; S2 cells (HEK-293 line with an ATXN2-luciferase reporter) viability, CellTiter-Fluor protease fluorescence, 24 h; Potency, µM (series often up to 56.7 µM), actives largely listed as cytotoxic; hit rate 0.49% among 400,000; note: nearly all actives have a fitted effect of over 40% in size
EPAC2 antagonist: qHTS for Antagonist of cAMP-regulated guanine nucleotide exchange factor 2 (EPAC2): primary screen; hit rate 0.18% among 360,000; Rap guanine nucleotide exchange factor 4 (Homo sapiens), Q8WZA2; Potency, µM (highest dose often 114 µM), without a hit: top-dose activity, negative = inhibition, most hits filed as inhibitors; EPAC2 GEF exchange of Rap1B-BODIPY-GDP, fluorescence; note: % is set by controls: 0 for no effect and ±100 for the full control effect; nearly all actives have a fitted effect of over 45% in size; many of its hits are not listed in these tables
Target sequence (Q8WZA2 whole entry, looked up): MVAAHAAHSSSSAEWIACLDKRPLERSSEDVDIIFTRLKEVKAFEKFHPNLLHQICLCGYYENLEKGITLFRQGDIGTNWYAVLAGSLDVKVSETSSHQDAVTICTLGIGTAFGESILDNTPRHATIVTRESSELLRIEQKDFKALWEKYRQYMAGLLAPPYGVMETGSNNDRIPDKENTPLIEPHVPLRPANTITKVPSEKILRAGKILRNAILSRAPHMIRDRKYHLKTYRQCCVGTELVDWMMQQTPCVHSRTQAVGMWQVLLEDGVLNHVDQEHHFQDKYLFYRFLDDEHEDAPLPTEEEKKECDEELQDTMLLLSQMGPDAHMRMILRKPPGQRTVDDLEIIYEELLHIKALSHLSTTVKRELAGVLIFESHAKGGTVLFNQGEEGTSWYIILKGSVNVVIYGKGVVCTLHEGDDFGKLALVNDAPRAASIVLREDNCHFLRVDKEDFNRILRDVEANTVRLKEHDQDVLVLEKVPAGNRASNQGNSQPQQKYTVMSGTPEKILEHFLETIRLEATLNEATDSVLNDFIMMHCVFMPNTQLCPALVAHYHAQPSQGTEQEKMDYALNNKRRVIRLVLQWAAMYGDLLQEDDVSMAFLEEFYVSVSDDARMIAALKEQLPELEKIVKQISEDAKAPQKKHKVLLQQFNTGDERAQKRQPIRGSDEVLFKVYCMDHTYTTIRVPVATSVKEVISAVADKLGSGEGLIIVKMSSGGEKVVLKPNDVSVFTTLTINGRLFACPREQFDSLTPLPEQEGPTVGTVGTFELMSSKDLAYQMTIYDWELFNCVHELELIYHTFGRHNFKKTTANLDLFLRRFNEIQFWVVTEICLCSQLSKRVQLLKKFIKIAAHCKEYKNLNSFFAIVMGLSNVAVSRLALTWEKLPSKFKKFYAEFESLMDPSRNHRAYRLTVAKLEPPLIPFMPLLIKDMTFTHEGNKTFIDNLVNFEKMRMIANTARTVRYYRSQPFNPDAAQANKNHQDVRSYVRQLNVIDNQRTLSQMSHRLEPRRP
ATXN2 expr inh: Primary qHTS for Inhibitors of ATXN expression. HEK-293 ATXN2-luciferase reporter, luminescence, 24 h. Potency, µM (series often up to 57 µM), inactives show at the highest dose activity change, negative = inhibition, most hits filed as inhibitors. hit rate 0.72% among 360,000. AID 1745845, 2022; note: % is set by controls: 0 for no effect and ±100 for the full control effect; nearly all actives have a fitted effect of over 55% in size
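ATXN2-luciferase reporter cells (luciferase flanked by upstream and downstream ATXN2 gene portions) were treated 24 h at 37 °C with compounds at up to 57 uM. SteadyGlo luminescence gave expression; GF-AFC fluorescence gave viability.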
HepG2 viability: qHTS for Inhibitors of TGF-b: Cytotox Counterscreen; HepG2 CAGA-GFP viability, ATP luminescence, 18 h; Potency, µM (titrated, usually from 46.1 µM), for the others: at the top dose activity change, negative = cytotoxicity, actives largely listed as cytotoxic; hit rate 0.76% among 410,000; AID 588856, 2011; note: some results filed as inactive show a strong effect at the top dose
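HepG2 CAGA-GFP cells (1000/well, DMEM with 1% FBS) received compound, then TGF-beta at 500 pg/mL final, and were incubated 18 hours at 37 degrees C. Viability was read by CellTiter-Glo luminescence. Media-only wells were set as complete cell-killing and DMSO as no toxicity.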
Nrf2 activator: qHTS of Nrf2 Activators. AREc32 ARE-luciferase reporter (MCF7-derived line), luminescence, 24 h. Potency, µM (highest dose often 46.1 µM), without a hit: at the top dose activation, usual class: activators. hit rate 0.31% among 410,000; note: % of control where 0% means no effect; nearly all actives have a fitted effect of over 65% in size
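Quantitative high-throughput format: AREc32 reporter cells, 1000 per well, received compound by pin transfer and were incubated 24 hr at 37 deg C, 5% CO2, before Steady-Glo luminescence detection.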
MCF10A rereplic: A quantitative high throughput screen for small molecules that induce DNA re-replication in MCF 10a normal breast cells | MCF 10A DNA re-replication, Hoechst nuclear intensity, 48 h | Potency, µM (doses to about 46.1 µM), for the others: at the highest dose activity, positive = re-replication, hits mostly activators | hit rate 2.9% among 350,000 | AID 624296, 2012; note: % of control where 0% means no effect; nearly all actives have a fitted effect of over 50% in size
Nrf2 inh: Nrf2 qHTS screen for inhibitors; A549 ARE-Fluc reporter, luciferase luminescence, 18-24 h; hit rate 2.1% among 360,000; Potency, µM (doses to about 46 µM), for the others: at the top dose activity change, negative = inhibition, usual class: inhibitors; AID 504444, 2011; note: % is set by controls: 0 for no effect and ±100 for the full control effect; nearly all actives have a fitted effect of over 60% in size
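Nrf2 activity is the BugLite luminescence, read 15 min after reagent at room temperature, following CellTiter-Fluor cytotoxicity readout (30 min, 37C). Compound titrations were applied for 18-24 h to 5000 A549 ARE_Fluc cells/well in 5% FBS OPTI-MEM.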
TGFb SMAD3 inh: qHTS for Inhibitors of TGF-b; HepG2 CAGA-GFP TGF-b/SMAD3 reporter, GFP fluorescence, 18 h; TGF-beta stimulated, 500 pg/mL final; Potency, µM (series often up to 46.1 µM), for inactives: at the top dose activity, negative = inhibition, hits mostly inhibitors; hit rate 1.2% among 410,000; note: % is set by controls: 0 for no effect and ±100 for the full control effect; nearly all actives have a fitted effect of over 65% in size
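Using HEPG2 CAGA-GFP reporter cells at 1000 cells/well, we pinned test compounds, stimulated with recombinant TGF-beta (500 pg/mL final) and measured total well GFP after 18 h.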
* hit, by the source's call; i = inactive; ? = inconclusive; nt = not tested or not shown; [ ] = another dose, or the depositor's remark. Calls come from the whole dose curve; as a rule, active = well fitted curve in the direction sought with a large enough effect; inconclusive = small, poorly fitted or top-dose-only effect, or another doubt; inactive = no such curve, though single readings can be large; an effect the other way counts as inactive or inconclusive. Potency is the fitted concentration of half-maximal effect. This is a subset; count on the stated rates, not on these rows.

The opening three compounds, to show the layout:
Key to letters: A = A549 tox; B = ATXN viability; C = EPAC2 antagonist; D = ATXN2 expr inh; E = HepG2 viability; F = Nrf2 activator; G = MCF10A rereplic; H = Nrf2 inh; I = TGFb SMAD3 inh
> CCCCCCn1c(=O)n2n(c1=O)C[C@]1(OC(=O)NCc3ccco3)CN(S(=O)(=O)c3ccc(C)cc3)C[C@]1(O)C2
  A: nt	B: ?	C: -8%	D: -11%	E: -13%	F: 3.6%	G: nt	H: nt	I: -7%
> CCC1(c2ccc(Cl)cc2)NC(=O)N(CC(=O)NCc2ccc(F)cc2)C1=O (configuration not stated)
  A: 0%	B: i	C: -13%	D: -1%	E: -15%	F: 1.7%	G: 6%	H: -15%	I: -22%
> COc1ccc(C(=O)N2CCN(c3ncccn3)CC2)cc1S(=O)(=O)N1CCOCC1
  A: 5%	B: i	C: -10%	D: 3%	E: 1%	F: -0.9%	G: 1%	H: -2%	I: 1%

All compounds of this part, previewed entries included:
Key to letters: A = A549 tox; B = ATXN viability; C = EPAC2 antagonist; D = ATXN2 expr inh; E = HepG2 viability; F = Nrf2 activator; G = MCF10A rereplic; H = Nrf2 inh; I = TGFb SMAD3 inh
> CCCCCCn1c(=O)n2n(c1=O)C[C@]1(OC(=O)NCc3ccco3)CN(S(=O)(=O)c3ccc(C)cc3)C[C@]1(O)C2
  A: nt	B: ?	C: -8%	D: -11%	E: -13%	F: 3.6%	G: nt	H: nt	I: -7%
> CCC1(c2ccc(Cl)cc2)NC(=O)N(CC(=O)NCc2ccc(F)cc2)C1=O (configuration not stated)
  A: 0%	B: i	C: -13%	D: -1%	E: -15%	F: 1.7%	G: 6%	H: -15%	I: -22%
> COc1ccc(C(=O)N2CCN(c3ncccn3)CC2)cc1S(=O)(=O)N1CCOCC1
  A: 5%	B: i	C: -10%	D: 3%	E: 1%	F: -0.9%	G: 1%	H: -2%	I: 1%
> O=c1[nH][nH]c2c1C(c1cccc(C(F)(F)F)c1)OC(CCc1ccccc1)C2 (configuration not stated)
  A: nt	B: ?	C: -4%	D: -7%	E: nt	F: 0.7%	G: nt	H: nt	I: nt
> COc1cc2c(cc1OC)C(COc1cc(C)cc(C)c1)N(C(C)=O)CC2 (configuration not stated)
  A: 3%	B: i	C: ?	D: -4%	E: -4%	F: 2.4%	G: 2%	H: 3%	I: -9%
> O=C1N/C(=C/c2cccs2)C(=O)N1Cc1ccccc1F
  A: 1%	B: i	C: 10%	D: 26%	E: -11%	F: 6.0%	G: -18%	H: 7%	I: -1%
> CCc1nnc(NC(=O)C(NS(=O)(=O)c2ccccc2)C(C)C)s1 (configuration not stated)
  A: nt	B: i	C: 11%	D: nt	E: 10%	F: -2.0%	G: nt	H: nt	I: -9%
> COc1ccc(C2CC(=O)C=C(NCc3ccccc3)C2)cc1 (configuration not stated)
  A: -13%	B: i	C: -1%	D: -5%	E: -2%	F: -0.4%	G: ?	H: -3%	I: 20%
> COc1cc(NC(=S)N2CCCCC2C)cc(OC)c1OC (configuration not stated)
  A: 4%	B: i	C: -10%	D: -10%	E: -7%	F: 0.0%	G: 0%	H: -1%	I: -5%
> CN(C)c1ccc(/C=N/n2cnn(Cc3ccccc3Cl)c2=S)cc1
  A: 9%	B: i	C: -7%	D: 32%	E: -2%	F: 0.3%	G: 21%	H: ?	I: 11%
> COc1cc(/C=C(\C#N)C(=O)c2ccc(O)c(O)c2)cc(I)c1O
  A: -11%	B: ?	C: ?	D: 0%	E: -7%	F: 1.2%	G: 1%	H: 17%	I: 15%
> Cc1ccc(-c2cc(C(=O)NCc3ccccn3)no2)cc1
  A: -7%	B: i	C: 1%	D: 44%[activator]	E: -1%	F: 2.7%	G: 27%	H: ?	I: 1%
> O=C(CCN1N=C(c2ccccc2)CCC1=O)NCC1COc2ccccc2O1 (configuration not stated)
  A: 5%	B: i	C: 2%	D: -5%	E: -12%	F: -0.1%	G: -5%	H: 2%	I: -13%
> CC1=CN(S(=O)(=O)c2ccc(C)cc2)C[C@@H]2c3ccccc3N(S(=O)(=O)c3ccc(C)cc3)[C@H]12
  A: 7%	B: i	C: 7%	D: 1%	E: 9%	F: -0.2%	G: 1%	H: -12%	I: -3%
> CCOc1ccc(C(=O)N2CCc3ccccc32)cc1OCC
  A: 3%	B: i	C: -1%	D: -12%	E: 5%	F: 3.1%	G: ?	H: 2%	I: 2%
> O=C(NCC1CCCO1)c1cc2c([nH]c3ccccc32)c(-c2ccc(F)cc2)n1 (configuration not stated)
  A: ?	B: ?	C: -5%	D: ?	E: -28%	F: 0.4%	G: ?	H: ?	I: ?
> O=C(COc1ccc2ccccc2c1)Nc1ccc(S(=O)(=O)N2CCCCCC2)cc1
  A: -18%	B: ?	C: 10%	D: -19%	E: -49%	F: -0.1%	G: 1%	H: ?	I: -12%
> COc1cc(C(=O)NNC(=O)CN2C(=O)NC(C)(c3ccc(C)cc3)C2=O)cc(OC)c1OC (configuration not stated)
  A: -9%	B: i	C: -5%	D: -3%	E: -10%	F: 0.0%	G: -8%	H: -8%	I: -6%
> Cc1ccc(C(=O)Nc2cccc(Oc3ccccc3)c2)o1
  A: -5%	B: i	C: 8%	D: 41%[activator]	E: 4%	F: 3.3%	G: ?	H: -23%	I: -30%
> O=C1CCC(C(=O)N2CCSCC2)CN1CCc1cccc(F)c1 (configuration not stated)
  A: -1%	B: ?	C: 12%	D: 16%	E: -2%	F: 0.2%	G: -1%	H: ?	I: 7%
> Cc1cccc(NC(=O)c2ccc(OC3CSC3)cc2)c1
  A: -2%	B: i	C: 10%	D: 48%[activator]	E: -29%	F: -0.4%	G: nt	H: ?	I: -14%
> O=C(c1cnn2c(C(F)(F)F)cc(-c3ccc(F)cc3)nc12)N1CCc2ccccc2C1
  A: -16%	B: ?	C: 5%	D: -24%	E: 12%	F: 0.1%	G: ?	H: ?	I: ?
> CCN1C(Nc2ccccc2)=NC[C@@H]1Cc1ccccc1
  A: -7%	B: i	C: 9%	D: 0%	E: 2%	F: -1.1%	G: 4%	H: 9%	I: ?
> Cc1[nH]c2ccccc2c1/C=N/n1cnnc1
  A: -1%	B: i	C: 6%	D: 3%	E: 1%	F: 2.3%	G: -7%	H: 4%	I: 18%
> COc1ccc(-c2c(-c3cc(OC)cc(OC)c3)sc3ccc(OC)cc23)cc1
  A: 8%	B: i	C: -3%	D: -15%	E: -15%	F: 0.5%	G: ?	H: -1%	I: -6%
> COc1cc2c(cc1NC(=O)c1ccco1)CCCC2
  A: 1%	B: i	C: 8%	D: 70%[activator]	E: 6%	F: ?	G: 4%	H: ?	I: -21%
> O=C(COC(=O)COc1ccccc1F)NCCc1ccc(F)cc1
  A: -3%	B: i	C: 0%	D: nt	E: -24%	F: -0.3%	G: -5%	H: 11%	I: 4%
> COc1cc(Cl)ccc1OCc1cc(C(=O)NCc2cc(C(C)C)no2)no1
  A: -5%	B: i	C: -4%	D: 58%[activator]	E: 2%	F: 5.1%	G: ?	H: ?	I: -16%
> COc1ccccc1-n1c(=O)[nH]c2c(C(N)=O)nc(CC(C)C)nc21
  A: -5%	B: i	C: 0%	D: 3%	E: -8%	F: 3.1%	G: -12%	H: 2%	I: 1%
> O=C(CN1C(=O)NC2(CCCCC2)C1=O)NCC(=O)Nc1ccc(F)c(F)c1
  A: -9%	B: i	C: 0%	D: -13%	E: -17%	F: 0.1%	G: 2%	H: 4%	I: 2%
> CCCCOc1ccc(CSc2nc(C)[nH]c2[N+](=O)[O-])cc1[N+](=O)[O-]
  A: ?	B: i	C: 14%	D: -12%	E: -23%	F: 4.6%	G: ?	H: 15µM*	I: ?
> O=C(CC(NC(=O)c1ccccc1)c1ccccc1)Nc1cccc2ccccc12 (configuration not stated)
  A: -4%	B: i	C: 6%	D: 1%	E: -1%	F: -0.7%[9.22 µM]	G: 0%	H: 3%	I: 0%
> C=CC[N+](C)(C)CC(=O)OCc1ccccc1
  A: -16%	B: ?	C: 4%	D: nt	E: -10%	F: 0.2%	G: 2%	H: -22%	I: -8%
> Cc1ccc(OCC(=O)N(C)CC(=O)N(CC(C)C)c2c(N)n(CC(C)C)c(=O)[nH]c2=O)c(C)c1
  A: -6%	B: i	C: -2%	D: 9%	E: -35%	F: -1.0%	G: 5%	H: -6%	I: 1%
> COc1ccc(NC(C)=O)cc1S(=O)(=O)N1CCN(Cc2cccs2)CC1
  A: 13%	B: i	C: -7%	D: 7%	E: -3%	F: -0.3%	G: 3%	H: -6%	I: 14%
> CC(=O)N1c2ccc(C)cc2Sc2c1ccc1ccccc21
  A: 4%	B: i	C: ?	D: 4%	E: -7%	F: 7.1%	G: 21µM*	H: -4%	I: 23%
> O=C1c2ccccc2OCOc2ccccc21
  A: 1%	B: i	C: -4%	D: 7%	E: -11%	F: -0.9%	G: 0%	H: -1%	I: 6%
> O=[N+]([O-])c1ccc2nc(-c3ccccc3[N+](=O)[O-])[nH]c2c1
  A: -4%	B: i	C: -1%	D: nt	E: 0%	F: 7.4%	G: 0%	H: -15%	I: 1%
> Cc1ccc(NC(=O)Cn2c(=O)n(Cc3ccco3)c(=O)c3oc4ccccc4c32)cc1C
  A: 8%	B: i	C: nt	D: 8%	E: 3%	F: -0.4%	G: nt	H: 5%	I: 0%
> COc1cn(CC(=O)Nc2c(C)cc(C)cc2C)c(CN2CCCCC2)cc1=O
  A: 1%	B: nt	C: nt	D: nt	E: 1%	F: -0.4%	G: nt	H: nt	I: 1%
> COc1ccc(-c2csc3ncnc(N4CCN(S(=O)(=O)c5ccccc5C#N)CC4)c23)cc1
  A: 0%	B: i	C: -1%	D: -12%	E: 18%	F: -0.8%	G: 2%	H: -10%	I: -22%
> CNC(=O)NC(=O)C(C)OC(=O)c1oc2ccccc2c1CSc1ccc(Cl)cc1 (configuration not stated)
  A: 4%	B: i	C: -5%	D: -25%	E: -2%	F: -0.5%	G: ?	H: -17%	I: 1%
> CCN(CC)S(=O)(=O)c1ccc(N2CCCC2)c(NC(=O)c2ccc([N+](=O)[O-])o2)c1
  A: -24%	B: ?	C: -9%	D: -28%	E: -82%	F: ?	G: ?	H: -12%	I: 11µM*
